Bioassay records: PubChem BioAssay, National Center for Advancing Translational Sciences (NCATS)
Nrf2 activator: qHTS of Nrf2 Activators | AREc32 ARE-luciferase reporter (MCF7-derived line), luminescence, 24 h | Potency, µM (series often up to 46.1 µM), for the others: top-dose activation, hits mostly activators | 410,000 compounds, 0.31% hits | AID 624171, 2012; also: potency is read from the fitted curve at half-maximal effect; % of control where 0% means no effect; nearly all actives have a fitted effect of over 65% in size
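Each well held 1000 AREc32 cells, which were incubated with compound for 24 hr at 37 deg C after overnight attachment, and ARE reporter activity was quantified by firefly luciferase luminescence.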
ATXN viability: Viability Counterscreen for Primary qHTS for Inhibitors of ATXN expression | S2 cells (HEK-293 line with an ATXN2-luciferase reporter) viability, CellTiter-Fluor protease fluorescence, 24 h | Potency, µM (doses to about 56.7 µM), most hits filed as cytotoxic | 400,000 compounds, 0.49% hits | AID 651635, 2014; also: potency is read from the fitted curve at half-maximal effect; nearly all actives have a fitted effect of over 40% in size
TGFb SMAD3 inh: qHTS for Inhibitors of TGF-b; HepG2 CAGA-GFP TGF-b/SMAD3 reporter, GFP fluorescence, 18 h; TGF-beta stimulated, 500 pg/mL final; Potency, µM (highest dose often 46.1 µM), without a hit: at the top dose activity, negative = inhibition, actives largely listed as inhibitors; 410,000 compounds, 1.2% hits; AID 588855, 2011; also: potency is read from the fitted curve at half-maximal effect; % is scaled to controls: 0 for no effect and ±100 for the full control effect; nearly all actives have a fitted effect of over 65% in size
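Cell-based qHTS in HEPG2 carrying a CAGA-GFP Smad reporter; compounds added before 500 pg/mL final TGF-beta, 18 h incubation at 37 degrees C, GFP fluorescence quantified per cell by imaging cytometry.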
Akt phos inh: HTS Assay for Inhibitors of Akt Phophorylation: Primary Screen; Neuro2A IGF-stimulated pAkt S473 HTRF, 20 min; active compounds read low; activity change, % for hits at 50 µM; 360,000 compounds, 0.32% hits; in the data active = activity change below about -80%; inconclusive = mostly about -51% to -80%; also: % is scaled to controls: 0 for no effect and ±100 for the full control effect
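Neuro2A cells in DMEM with 0.5% FBS, overnight at 37 deg C, given compound at single 50 µM final, then IGF (6 nM final) for 20 min at 37 deg C. Lysed; phospho-Akt Ser473 by HTRF after 24 h, 665/615 ratio.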
Mm-Cpn inhibitor: Inhibitors of TCP-1 ring complex (TRiC) of Methanococcus maripaludis (MmCpn): qHTS. Chaperonin Mm-Cpn (Methanococcus maripaludis). purified Mm-Cpn ATPase, ADP Transcreener TR-FRET. Potency, µM (titrated, usually from 76.9 µM), for inactives: at the top dose activity, negative = inhibition, actives largely listed as inhibitors. 330,000 compounds, 0.031% hits; also: potency is read from the fitted curve at half-maximal effect; % is scaled to controls: 0 for no effect and ±100 for the full control effect; nearly all actives have a fitted effect of over 80% in size
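TR-FRET (320 nm excitation; 590 and 665 nm emission) reports ADP made from 10 uM ATP by 25 nM enzyme; compounds were preincubated 10 min, reaction run 30 min, both at 37°C.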
Nrf2 block: Nrf2 qHTS screen for inhibitors; A549 ARE-Fluc reporter, luciferase luminescence, 18-24 h; Potency, µM (series often up to 46 µM), for inactives: at the top dose activity change, negative = inhibition, hits mostly inhibitors; 360,000 compounds, 2.1% hits; also: potency is read from the fitted curve at half-maximal effect; % is scaled to controls: 0 for no effect and ±100 for the full control effect; nearly all actives have a fitted effect of over 60% in size
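A549 ARE_Fluc cells (5000/well, 5% FBS OPTI-MEM) pre-incubated 2 h, then treated with compounds 18-24 h at 37C/5% CO2 in concentration-response. CellTiter-Fluor viability read first; BugLite luciferase luminescence after 15 min at room temperature gives Nrf2 activity.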
A549 viability: Nrf2 qHTS screen for inhibitors: counterscreen for cytotoxicity; A549 ARE-Fluc cells, CellTiter-Fluor viability, 18-24 h; Potency, µM (highest dose often 46 µM), without a hit: top-dose activity change, negative = cytotoxicity, hits mostly inhibitors; 390,000 compounds, 0.16% hits; AID 504648, 2011; also: potency is read from the fitted curve at half-maximal effect; % is scaled to controls: 0 for no effect and ±100 for the full control effect
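Cytotoxicity counterscreen: CellTiter-Fluor fluorescence was measured in A549 ARE_Fluc cells after 18-24 h of compound exposure in a concentration series. The subsequent BugLite luminescent read reports ARE-luciferase activity.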
HepG2 viability: qHTS for Inhibitors of TGF-b: Cytotox Counterscreen; HepG2 CAGA-GFP viability, ATP luminescence, 18 h; Potency, µM (series often up to 46.1 µM), for inactives: top-dose activity change, negative = cytotoxicity, usual class: cytotoxic; 410,000 compounds, 0.76% hits; AID 588856, 2011; also: potency is read from the fitted curve at half-maximal effect; some results filed as inactive show a strong effect at the top dose
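HepG2 CAGA-GFP cells (1000/well, DMEM with 1% FBS) received compound, then TGF-beta at 500 pg/mL final, and were incubated 18 hours at 37 degrees C. Viability was read by CellTiter-Glo luminescence. Media-only wells were set as complete cell-killing and DMSO as no toxicity.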
CCT chaperon mod: High-Throughput Screening for Modulators of Cytosolic Chaperonin Activity | purified chaperonin ATPase assay, HTRF ADP detection, 30 min | activity change, % (concentration not given with the values), hits read low | 360,000 compounds, 0.3% hits | AID 651819, 2012; in the data active = activity change below about -30%; also: % is scaled to controls: 0 for no effect and ±100 for the full control effect
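Enzyme 40 or 20 nM (batch-dependent) in Tris pH 7.4/KCl/MgCl2/DTT; cpd 76 uM single point; ATP 10 uM; 30 min 37 °C; Transcreener ADP HTRF detection, 30 min RT; ratio 665/615.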
* hit, by the source's call; i = inactive; u = inconclusive; x = no result given; & = joins results of further samples. Unless noted, calls follow the shape of the dose curve; as a rule, active = well fitted curve in the direction sought with a large enough effect; inconclusive = small, poorly fitted or top-dose-only effect, or another doubt; inactive = no such curve, though single readings can be large; an effect the other way counts as inactive or inconclusive. The order is random (roughly 4.4% active in at least one column).

SMILES | Nrf2 activator | ATXN viability | TGFb SMAD3 inh | Akt phos inh | Mm-Cpn inhibitor | Nrf2 block | A549 viability | HepG2 viability | CCT chaperon mod
Cc1ccccc1NC(=S)N(CCN1CCCCCC1)Cc1cccs1 | -0.1% | i | -26% | i | -3% | -9% | -5% | -23% | -1.4
CN(C(=O)c1cccc(NC(=O)Cc2ccc(NC(=O)C3CCN(C(=O)C4CCCCC4)CC3)cc2)c1)C1CCCC1 | 0.9% | i | 1% | i | x | -5% | -4% | -1% | -1.4
Cc1nc2ccccn2c1C(=O)NNS(=O)(=O)c1ccc(C(C)(C)C)cc1 | -1.0% | u | 10% | i | -1% | 9.2µM* | -2% | 0% | -1.5
O=c1c(Cl)c(N2CCN(c3ccc(F)cc3)CC2)cnn1-c1nc2ccccc2s1 | 8.1% | i | 0% | i | -1% | u | -5% | 0% | -3.4
CCOC(=O)N1CCN(C(c2ccc(C)cc2)c2sc3nc(C)nn3c2O)CC1 (stereo unspecified) | -0.1% | i | -29% | i | 1% | -17% | -1% | -25% | -2.3
CC(C(=O)Nc1ccc(S(=O)(=O)N2CCCC2)cc1)N1CCN(c2ccccc2O)CC1 (stereo unspecified) | -0.4% | i | -26% | i | 1% | -17% | -19% | -26% | -0.6
CN1CCc2c(sc(NC(=O)Cc3ccc(F)cc3)c2C(N)=O)C1 | -0.1% | i | 19% | i | 3% | -3% | 0% | -2% | -1.3
Cc1ccc(S(=O)(=O)N(CC(=O)N/N=C/c2ccco2)c2cc(Cl)cc(Cl)c2)cc1 | 5.6% | i | u | i | 0% | -23% | -12% | 6% | 1.2
O=C(CS(=O)c1cccc(C(F)(F)F)c1)Nc1ccc(Cl)cc1Cl (stereo unspecified) | -0.1% | i | u | i | 1% | -25% | -1% | 20% | 0.7
COc1ccccc1NC(=O)CN1C(=O)COc2ccc(C)cc21 | -0.6% | i | 0% | i | -1% | -17% | 2% | -1% | -5.6
Cc1c(NC(=O)c2cccs2)cccc1[N+](=O)[O-] | 2.4% | i | 6% | i | -5% | -6% | 6% | 7% | -0.8
COc1ccc(-c2cc(-c3ccc(C)cc3)nc3c2COc2ccccc2-3)cc1 | 0.0% | i | 1% | x | x | -4% | -1% | -3% | x

For convenience, part of the list above:
SMILES | Nrf2 activator | ATXN viability | TGFb SMAD3 inh | Akt phos inh | Mm-Cpn inhibitor | Nrf2 block | A549 viability | HepG2 viability | CCT chaperon mod
Cc1c(NC(=O)c2cccs2)cccc1[N+](=O)[O-] | 2.4% | i | 6% | i | -5% | -6% | 6% | 7% | -0.8
COc1ccc(-c2cc(-c3ccc(C)cc3)nc3c2COc2ccccc2-3)cc1 | 0.0% | i | 1% | x | x | -4% | -1% | -3% | x

Remaining list, next part
SMILES | Nrf2 activator | ATXN viability | TGFb SMAD3 inh | Akt phos inh | Mm-Cpn inhibitor | Nrf2 block | A549 viability | HepG2 viability | CCT chaperon mod
O=C(Nc1cccc(Oc2ccc(C(=O)O)c(C(=O)O)c2)c1)c1ccc(-c2ccccc2)cc1 | -0.1% | i | -2% | i | 1% | 16µM* | 4% | -11% | -1.5
COc1cc(/C=C/CO)cc(OC)c1OC/C=C(\C)CCC=C(C)C | -1.3% | i | u | i | 0% | -6% | -8% | -53% | 0.7
Cc1cccc(-c2noc(-c3csc([C@@H]4C[C@H](O)[C@@H](CO)O4)n3)n2)c1 | 0.3% | i | 2% | i | x | x | x | -16% | -1.0
C/C=C\C=C\C(=O)N1CC2(CC(c3cccc(NC(=O)CC)c3)=NO2)C[C@H]1C(N)=O (stereo partly specified) | -1.4% | i | -20% | i | -2% | 3% | 1% | -13% | 0.0
Cc1cc(=O)n2nc(N3CCC(C(=O)NCc4cccc(Br)c4)CC3)sc2n1 | 2.1% | i | 7% | i | 1% | 4% | 7% | 6% | -0.8
CC1=C(C(=O)N(C(C)C)C(C)C)CC(CC(=O)NC(c2ccccc2)c2ccccc2)C(=O)N1Cc1ccc(F)cc1 (stereo unspecified) | 0.2% | u | u | i | x | x | x | 0% | 0.8
COc1ccc(/C=N/Nc2nc3ccccc3o2)cc1O | 0.4% | u | -12% | i | 1% | u | -8% | -3% | -0.6
CCCNC(=O)C1CC2Cn3c(nc4ccccc43)C2N1C (stereo unspecified) | 2.5% | i | -13% | i | 0% | 17% | -3% | -1% | -1.5
O=C(NNC1=NS(=O)(=O)c2ccccc21)c1ccc(Cl)cc1 | 0.0% | i | -2% | i | 0% | u | 6% | 8% | -1.4
O=C(CN1CCCC1)Nc1ccc(Br)cc1[N+](=O)[O-] | 4.8% | i | 3% | i | 1% | u | 0% | 5% | -0.5
Cc1cc(C)c(S(=O)(=O)Nc2ccc(Cl)cn2)c(C)c1 | 0.4% | i | u | i | -2% | -14% | -6% | -4% | -3.1
O=C(Nc1cccc(C(F)(F)F)c1)c1ccc2sc([C@H]3C[C@H](O)[C@@H](CO)O3)nc2c1 | 2.5% | i | 1% | x | x | x | x | -20% | -2.3
O=C(Nc1ncc(Cc2cccc(C(F)(F)F)c2)s1)C1CCCO1 (stereo unspecified) | 4.8% | i | -4% | i | 1% | 14% | -8% | -3% | 0.8
CCOc1ccccc1NC(=O)C1CCCN(S(=O)(=O)c2ccc3c(c2)CCCN3C(C)=O)C1 (stereo unspecified) | 0.8%&5.5% | i | -17%&-4% | i | x | x | 12% | -25%&-28% | 1.1
COc1ccccc1N(Cc1ccccc1)S(=O)(=O)c1cccc(C(=O)NC2CC(C)(C)NC(C)(C)C2)c1 | 0.5% | u | -15% | i | 2% | 18% | -20% | 13µM* | -0.4
CC(C)(C)OC(=O)N1CCCC(C(=O)CC#N)C1 (stereo unspecified) | 0.6% | i | -2% | i | -2% | -16% | 2% | 3% | -0.8
O=C(N(c1ccccc1)c1ccccc1)N(c1ccccc1)c1ccccc1 | 4.0% | u | 16µM* | i | -3% | u | -9% | -10% | -1.9
CCOC(=O)c1ccc(S(=O)(=O)N2CCC(C(=O)NCC3COc4ccccc4O3)CC2)cc1 (stereo unspecified) | -1.2% | i | -5% | i | x | x | x | -19% | -2.0
Cc1ccc(S(=O)(=O)N[C@H](C(=O)NC2CCC(C)CC2)C(C)C)cc1 (stereo partly specified) | 0.1% | i | -13% | i | -21% | 7% | -4% | -14% | -0.8
O=C(CN(Cc1ccccc1)C(=O)c1csnn1)NCc1ccccc1 | -0.2% | i | -4% | i | 0% | 1% | 2% | -4% | -2.4
O=C(Cc1cccs1)NC1CC(=O)N(c2ccccc2)C1 (stereo unspecified) | -0.4% | x | 27% | x | x | x | 6% | 9% | x
Cc1nnc(SCC(=O)Nc2ccccc2)[nH]c1=O | -0.2% | i | -8% | x | 2% | u | -1% | 8% | 0.3
O=C(Nc1ccc2c(c1)CCC2)Nc1ccc2c(c1)OCO2 | 1.0% | i | -7% | i | 2% | u | u | -1% | -1.0
O=C(Nc1cccc(C(=O)N2CCCC2)c1)C1CCCCC1 | -0.2% | i | 11% | i | x | -1% | -5% | -1% | -1.1
CCN(CC)S(=O)(=O)c1ccc(OC)c(NC(=O)CCS(=O)(=O)Cc2ccccc2)c1 | 0.7% | i | -1% | i | -1% | 4% | 6% | -5% | -1.3
CC(C)c1ccc(OC(=O)c2cc(-c3ccc4c(c3)OCCO4)on2)cc1 | 0.3% | i | 1% | x | x | -8% | 3% | -5% | x
Cc1onc(C(=O)NN)c1-c1csc(COc2ccccc2)n1 | 0.9% | i | u | i | 1% | 1% | 1% | -24% | -2.2
O=c1[nH]cnc2sc3c(c12)CCCC3 | -1.0% | i | 11% | i | 2% | u | -4% | -24% | -0.6
Cc1cc(NC(=O)CSc2nnc(-c3ccccc3)c(-c3ccccc3)n2)no1 | 0.3% | i | u | i | 1% | -5% | u | 1% | 0.3
O=C(COC(=O)c1ccc(Cl)c(S(=O)(=O)N2CCCCC2)c1)NCC1CCCCC1 | -1.1% | i | -10% | i | -1% | 1% | 1% | -2% | -1.1
CCOC(=O)N1CCN(C(=O)c2cc3c(=O)n4ccccc4nc3s2)CC1 | 1.2% | i | 18% | i | -2% | 10% | -5% | 3% | -2.3
CCOC(=O)c1ccc(N2C(=O)c3n[nH]c(C)c3C2c2ccc(OCC)cc2)cc1 (stereo unspecified) | -3.9% | u | 11µM* | x | x | u | -15% | -117% | x
Cc1cc(C)n2ncc(C(=O)O)c2n1 | -0.9% | i | -1% | i | 1% | 7% | 1% | -27% | 2.2
O=S(=O)(NCC(c1ccco1)N1CCN(c2ccccc2)CC1)c1ccc(F)cc1 (stereo unspecified) | 1.8% | i | -15% | i | 0% | 19% | 6% | 1% | 0.4
Cc1ccc(C(=S)N2CCCCCC2)cc1 | 0.0% | i | 2% | i | 1% | -7% | 1% | -3% | -4.1
C[C@H](NC(=O)c1cc2cc(Cl)ccc2n1C)C(=O)N1CCC[C@H]1C(=O)O | 0.4% | i | -33% | i | 0% | -4% | 2% | -35% | 2.6
CN(CC(=O)Nc1ccc2c(c1)OCCO2)S(=O)(=O)c1ccc(Br)s1 | 0.5% | i | 7% | i | 0% | x | 13% | -27% | -2.8
